rTrxR1 inhibitor – rat TrxR1 inhibition; O89049; recombinant rTrxR1, NADPH fluorescence consumption, selenite substrate; Potency, µM (series often up to 114 µM), inactives show at the top dose activity change, negative = inhibition, hits mostly inhibitors; hit rate 1% among 390,000; further: on the % scale 0 is the no-effect control and ±100 the full control effect; nearly all actives have a fitted effect of over 65% in size
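Rat TrxR1 (90 nM in the dispensed reagent) was pre-reduced with 400 uM NADPH for 5 min at room temperature, then incubated with compound for 15 min. After 400 uM selenite was added, NADPH fluorescence (Ex 340/Em 450 nm) was followed for 8 min.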
12-LOX inh – blocks human arachidonate 12S-lipoxygenase | P18054 | purified 12hLO, xylenol orange hydroperoxide absorbance | Potency, µM (doses to about 108 µM), inactives show at the highest dose activity change, negative = inhibition, usual class: inhibitors | hit rate 1.1% among 580,000 | AID 1671190; further: on the % scale 0 is the no-effect control and ±100 the full control effect
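Purified human 12hLO at 150 nM in 25 mM Hepes, 0.01% Triton X-100, pH 7.0, preincubated 15 min at room temperature with compound. Reaction started with 40 uM arachidonic acid, 30 min at room temperature. Hydroperoxide measured by Fe-xylenol orange, 573/405 nm absorbance ratio.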
RGS4 inhibitor – blocks human RGS4-accelerated GTP hydrolysis; Potency, µM (doses to about 114 µM), inactives show at the top dose activity change, negative = inhibition, usual class: inhibitors; hit rate 0.039% among 390,000; Transcreener GDP fluorescence polarization, RGS4-accelerated GTP hydrolysis; further: on the % scale 0 is the no-effect control and ±100 the full control effect; nearly all actives have a fitted effect of over 75% in size; some results filed as inactive show a strong effect at the top dose
Target sequence (P49798 whole entry, looked up): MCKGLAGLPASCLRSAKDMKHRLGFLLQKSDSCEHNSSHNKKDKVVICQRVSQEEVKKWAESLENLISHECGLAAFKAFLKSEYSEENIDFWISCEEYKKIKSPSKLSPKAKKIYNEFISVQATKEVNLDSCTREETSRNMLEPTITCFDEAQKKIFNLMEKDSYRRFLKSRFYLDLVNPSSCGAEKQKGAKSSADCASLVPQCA
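MLSMR compounds (23 nl, pin-transferred) preincubated 10 min at room temperature with a 500nM (2x) first reagent, then RGS4 at 900nM (2x) plus Transcreener GDP mix added; fluorescence polarization (620/688 nm) read before and after 90 min at 30 °C.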
GLS inhibitor – inhibitors of human glutaminase (GLS) | O94925 | GLS enzymatic activity, qHTS titration | Potency, µM (highest dose often 45.5 µM), for inactives: at the highest dose activity change, negative = inhibition, hits mostly inhibitors | hit rate 0.21% among 410,000; further: on the % scale 0 is the no-effect control and ±100 the full control effect
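Read-out is an Amplex red fluorescence increase coupled through glutamate oxidase and HRP, measured before and after 30 min room-temperature incubation. hKGA is in 45 mM KH2PO4 (pH 8.2) with 0.02% Tween-20; glutamine added as 1mM solution.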
HP1b chromo inh – inhibitors of HP1-beta chromodomain binding to methylated histone tails; P83916; AlphaScreen HP1-beta / biotin-H3K9me3 peptide binding; Potency, µM (highest dose often 114 µM), inactives show at the top dose activity change, negative = inhibition, actives largely listed as inhibitors; hit rate 0.56% among 390,000; further: nearly all actives have a fitted effect of over 70% in size; inactives centre near 23
Target sequence (P83916 whole entry, looked up): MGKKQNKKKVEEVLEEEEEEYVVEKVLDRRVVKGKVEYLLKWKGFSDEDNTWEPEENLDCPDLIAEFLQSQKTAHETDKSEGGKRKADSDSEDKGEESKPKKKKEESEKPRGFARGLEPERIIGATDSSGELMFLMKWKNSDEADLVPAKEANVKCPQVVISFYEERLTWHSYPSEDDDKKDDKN
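AlphaScreen: HP1-beta (50 nM) preformed 30 min with biotin-H3(1-18)K9me3 peptide (50 nM) in PBS pH 7.4, 0.01% Tween-20. Compound added for 30 min at RT, then streptavidin donor/nickel chelate acceptor beads (10 ug/mL) for 30 min.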
JMJD2A Tudor inh – blocks the human JMJD2A Tudor domain; O75164; Potency, µM (series often up to 114 µM), inactives show at the top dose activity change, negative = inhibition, usual class: inhibitors; hit rate 4.4% among 390,000; AlphaScreen JMJD2A-Tudor / H3K4me3 peptide binding; AID 504339; further: on the % scale 0 is the no-effect control and ±100 the full control effect; nearly all actives have a fitted effect of over 50% in size
PGK inhibitor – T. brucei PGK inhibition | P07378 | PGK/GAPDH coupled, Kinase-Glo luminescence, 60 min | Potency, µM (doses to about 57.5 µM), without a hit: top-dose activity change, negative = inhibition, usual class: inhibitors | hit rate 0.043% among 380,000; further: on the % scale 0 is the no-effect control and ±100 the full control effect; nearly all actives have a fitted effect of over 60% in size
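Luminescent ATP detection (Kinase-Glo Plus) follows a 60-minute room-temperature incubation, with wells lacking PGK as controls. Buffer: 100 mM TEA (pH 7.6), 5 mM MgCl2, 0.01% Tween-20. Coupling enzyme GAPDH (100 nM final) supplies unstable 1,3-BPG in-well.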
ERG-DNA inh – ERG Ets/DNA interaction inhibition | fluorescence polarization, His-ERG Ets domain / labelled DNA | AID 624246 | P11308 | hit rate 0.028% among 370,000 | Potency, µM (doses to about 76.9 µM), for inactives: at the highest dose FP activity, negative = inhibition, actives largely listed as inhibitors; active means well fitted inhibition curve with a large enough effect in the polarisation, with a control signal flat; inconclusive means small, poorly fitted or top-dose-only effect, or effect the other way, or a change in a side signal; inactive means no such curve, though single readings can be large or run the other way; the % refers to the polarisation;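 further: polarization taken with two DNA probes labelled with fluorescein and Texas red; % of control where 0% means no effect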
Target sequence (P11308 whole entry, looked up, the tested form may be a part): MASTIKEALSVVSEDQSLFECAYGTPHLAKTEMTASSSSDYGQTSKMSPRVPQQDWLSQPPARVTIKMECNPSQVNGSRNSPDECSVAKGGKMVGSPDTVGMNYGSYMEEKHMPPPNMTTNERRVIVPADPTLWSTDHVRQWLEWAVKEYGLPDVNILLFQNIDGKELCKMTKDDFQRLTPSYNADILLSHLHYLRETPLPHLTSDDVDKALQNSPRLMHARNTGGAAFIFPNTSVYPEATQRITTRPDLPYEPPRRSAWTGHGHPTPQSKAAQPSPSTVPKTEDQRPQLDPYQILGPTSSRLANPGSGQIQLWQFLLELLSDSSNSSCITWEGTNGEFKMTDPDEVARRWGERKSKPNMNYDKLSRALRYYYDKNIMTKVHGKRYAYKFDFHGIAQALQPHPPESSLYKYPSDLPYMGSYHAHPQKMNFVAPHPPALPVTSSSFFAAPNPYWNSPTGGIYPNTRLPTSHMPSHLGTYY
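His-tagged ERG Ets domain (1 uM in the protein solution; 300mM KCl, 50mM Tris-HCl, 1mM EDTA, 1mM DTT, pH 7.5) received compound, then a probe mix of 5 nM fluorescein-DNA and 100nM Texas-615-DNA. Fluorescence polarization was read for both dyes.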
Pin1 inhibitor – human Pin1 inhibition; Potency, µM (top dose mostly 115 µM), without a hit: top-dose activity, negative = inhibition, actives largely listed as inhibitors; Pin1 FP peptide displacement, HiFluor488, 10 min; hit rate 0.009% among 390,000; active means well fitted inhibition curve with a large enough effect in the polarisation, with a control signal flat, not every such curve was filed as active; inconclusive means small, poorly fitted or top-dose-only effect, or effect the other way, or a change in a side signal; inactive means no such curve, though single readings can be large or run the other way; the % refers to the polarisation; further: on the % scale 0 is the no-effect control and ±100 the full control effect
Target sequence (Q13526 whole entry, looked up): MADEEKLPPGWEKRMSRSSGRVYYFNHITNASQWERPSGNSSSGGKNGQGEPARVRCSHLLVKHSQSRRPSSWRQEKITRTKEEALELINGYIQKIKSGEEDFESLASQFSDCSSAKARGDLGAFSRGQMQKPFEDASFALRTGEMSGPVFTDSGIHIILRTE
* hit, by the source's call; i = inactive; ? = inconclusive; . = no result given; [ ] = remark or other dose. Unless noted, the call rests on the fitted dose curve; in most records, active means well fitted curve in the direction sought with a large enough effect; inconclusive means small, poorly fitted or top-dose-only effect, or another doubt; inactive means no such curve, though single readings can be large; an effect the other way counts as inactive or inconclusive. Potency means the concentration at half of the fitted maximal effect.

SMILES	rTrxR1 inhibitor	12-LOX inh	RGS4 inhibitor	GLS inhibitor	HP1b chromo inh	JMJD2A Tudor inh	PGK inhibitor	ERG-DNA inh	Pin1 inhibitor
Cc1cc(OC(F)F)ccc1NC(=O)Nc1ccc([N+](=O)[O-])cc1	-1.6%	-20.5%	-26.9%	2.0%	8.8%	-14.3%	i	3.2%	7.0%
COc1cccc(-c2ncc3ccccc3c2COC(=O)CCCC(=O)O)c1	-3.4%	-1.1%	-2.7%	1.5%	51.6%[activator]	-6.4%	i	-2.0%	2.2%
CC(=O)N1N=C(c2cccc([N+](=O)[O-])c2)OC1c1ccccc1Cl (configuration not stated)	-7.3%	-18.7%	-15.6%	0.8%	?	?	-10.8%	3.8%	-1.0%
O=C(Nc1ccc(O)cc1)C1CC=CCC1 (configuration not stated)	-20.3%	0.1%	-53.6%	1.9%	-22.4%	?	-9.3%	?	-0.5%
Cc1ccc(C(=O)C2=C(O)C(=O)N(Cc3cccnc3)C2c2ccc(Cl)cc2)o1 (configuration not stated)	?	0.8%	7.7%	1.7%	-9.0%	-14.4%	7.3%	8.0%	5.7%
CCOC(=O)c1cc2occc2n1Cc1c(F)cccc1Cl	-13.6%	0.0%	-27.3%	-5.2%	4.1%	-9.8%	-4.4%	-1.8%	2.9%
Cn1c(CC(=O)Nc2ccc(Cl)c(Cl)c2)nnc1SCC(=O)Nc1nccs1	17.8%	0.0%	-0.6%	-9.7%	11.4%	-12.8%	i	2.5%	-0.8%
O=C(CN1C(=O)c2ccccc2C1=O)Nc1cc([N+](=O)[O-])ccc1O	-1.2%	-7.4%	-4.9%	2.0%	23.0%	-15.2%	7.3%	-2.1%	9.3%
COc1ccc(Br)cc1/C=N/N1C(=O)CSC1=S	?	?	-37.8%	20µM*	?	?	7.3%	18.0%	40.5%[activator]
COc1cc(NC(=O)COC(=O)CSc2ccccc2F)c(C)cc1[N+](=O)[O-]	6.0%	-12.1%	14.0%	3.0%	16.5%	-15.0%	-1.3%	2.0%	1.0%
CC1(C)CC(NCc2ccc3c(c2)OCO3)CCO1 (configuration not stated)	28.9%[57.1 µM]	0.0%	-6.8%	-9.6%	55.1%[activator]	-9.4%	1.0%	0.9%	-3.3%
Cc1c(NC(=S)NCc2ccc(F)cc2)cccc1[N+](=O)[O-]	?	?	-2.0%	-4.4%	-0.1%	-19.9%	i	0.3%	-0.1%

By substructure: the compounds so far with a furan ring, fused or not (2)
SMILES	rTrxR1 inhibitor	12-LOX inh	RGS4 inhibitor	GLS inhibitor	HP1b chromo inh	JMJD2A Tudor inh	PGK inhibitor	ERG-DNA inh	Pin1 inhibitor
Cc1ccc(C(=O)C2=C(O)C(=O)N(Cc3cccnc3)C2c2ccc(Cl)cc2)o1 (configuration not stated)	?	0.8%	7.7%	1.7%	-9.0%	-14.4%	7.3%	8.0%	5.7%
CCOC(=O)c1cc2occc2n1Cc1c(F)cccc1Cl	-13.6%	0.0%	-27.3%	-5.2%	4.1%	-9.8%	-4.4%	-1.8%	2.9%

Going on with the list.
SMILES	rTrxR1 inhibitor	12-LOX inh	RGS4 inhibitor	GLS inhibitor	HP1b chromo inh	JMJD2A Tudor inh	PGK inhibitor	ERG-DNA inh	Pin1 inhibitor
O=C(NC1CCS(=O)(=O)C1)c1ccc(Br)s1 (configuration not stated)	0.6%[57.1 µM]	18.5%	30.3%	6.5%	10.6%	-6.8%	5.5%	-5.6%	-1.3%
Cc1cc2c(c(C)c1CCO[C@@H]1O[C@H](CO)[C@@H](O)[C@H](O)[C@H]1O)C(=O)[C@@H](C)[C@@H]2O	12.9%[57.1 µM]	-9.6%	21.3%	-3.8%	22.3%	-10.6%	-7.5%	-12.8%	-1.7%
CCN(CC)c1ccc(N=Cc2ccccc2[N+](=O)[O-])cc1	70.8µM*	?	-137.9%	23.4%	8.91µM*	8.91µM*	-7.3%	30.3%[activator]	8.3%
Cc1csc(NC(=O)C2CCN(C(=O)CSc3nnc(C)n3Cc3ccccc3)CC2)n1	7.7%	?	8.8%	-9.1%	1.8%	-22.4%	-4.6%	6.3%	-10.6%
NC(=O)c1ccc(NC(=O)CSC(=O)c2ccccc2)cc1	-3.0%	0.0%	-33.2%	-13.8%	-32.8%	-15.4%	-1.6%	9.7%	-0.1%
CSc1cccc(NC(=O)C2CCN(C(=O)c3ccccc3C)CC2)c1	3.0%[57.1 µM]	0.2%	-7.1%	-9.4%	27.0%	4.5%	-13.5%	14.2%	0.1%
CC(NS(C)(=O)=O)C(c1cccs1)N1CCN(Cc2ccccc2)CC1 (configuration not stated)	5.4%[57.1 µM]	13.7%[57.4 µM]	8.9%	10.9%	26.3%	-22.4%	-5.0%	-1.7%	-0.3%
CCOc1ccc2nc(SCC(=O)Nc3ccc4c(c3)OCCO4)[nH]c2c1	-9.5%	-6.1%	-26.2%	-0.4%	16.0%	-28.1%	0.7%	3.5%	-13.6%
CCn1c(C)nc2cc(C(=O)NNS(=O)(=O)c3ccc(C)c(C)c3)ccc21	-12.9%	.	-3.4%	33.0%[activator]	13.1%	-24.0%	-6.2%	-4.6%	1.3%
O=C(c1ccc(NS(=O)(=O)c2cccs2)cc1)N1CCOCC1	10.7%	0.0%	-26.0%	3.2%	39.5%[activator]	8.8%	i	-4.2%	5.2%
COc1ccc(-c2nn(C)c(=O)c3ccccc23)cc1CNS(C)(=O)=O	3.2%	-8.7%	4.4%	-4.1%	32.9%	-12.8%	-2.0%	14.3%	-8.7%
Cc1ccc2nc(NC(=O)C3CCN(C(=O)c4ccc(F)cc4)CC3)sc2c1	-3.9%	-21.1%	-8.4%	0.5%	26.4%	-7.4%	0.2%	-9.8%	-2.4%
COc1ccc(-c2ccc(C#N)c(SCC(=O)NCCc3ccccc3)n2)cc1OC	47.3%[activator]	?	10.2%	-9.8%	34.4%	4.1%	-4.8%	-15.4%	4.4%
Cc1ccc(C)c(Cn2c(=O)n(C(C)C)c(=O)c3oc4ccccc4c32)c1	-5.9%	-9.6%	-3.2%	-11.3%	27.8%	-13.6%	-3.4%	-2.3%	?
CCc1ccc(C(O)(CC)C(CN2CCOCC2)c2ccccc2)cc1 (configuration not stated)	10.6%[57.1 µM]	?	-2.4%	6.5%	27.0%	-11.5%	i	0.6%	-3.3%
Cc1noc(C)c1C(=O)N1CCN(c2ccc(OCc3ccccc3)cc2)CC1	-8.9%	-24.0%	27.5%	20.5%	-5.8%	?	0.0%	-2.9%	-1.5%
CC(C)(C)c1ccc(C(=O)NCCC(=O)Nc2cc(Cl)ccc2N2CCOCC2)cc1	21.2%	18.8%	-21.7%	3.9%	22.0%	-16.6%	-4.1%	-2.4%	14.4%
CCOC(=O)C1=C(C)N(CCCC(=O)O)C(=O)NC1c1ccc(Cl)cc1Cl (configuration not stated)	20.3%	0.0%	8.3%	0.6%	57.8%[activator]	1.4%	8.0%	-1.9%	-4.3%
Nc1cccc(NC(=O)CCC(=O)NCc2ccco2)c1	12.8%[57.1 µM]	0.0%	-1.3%	2.4%	29.4%	-5.5%	-8.8%	2.0%	-2.7%
O=C(CSc1nnc(CNc2ccc(F)cc2)n1Cc1ccccc1)NCc1ccccc1	-4.1%	-79.3%	-4.9%	19.4%	13.0%	-28.7%	-3.9%	0.5%	-7.1%
O=C(CCS(=O)(=O)c1cc(Br)cc2c1N(C(=O)C1CC1)CC2)N1CCN(c2ccccc2)CC1	-30.4%	-19.7%	-0.7%	-13.5%	19.3%	-6.8%	-0.3%	-0.9%	-3.5%
CC(C)(C)OC(=O)C[C@H]1C/C=C\C[C@H](CC(=O)N(CCO)Cc2ccccc2)C(=O)N[C@H](C(C)(C)C)COC1=O	?	5.7%	-3.2%	-0.8%	13.3%	0.0%	-2.5%	-7.4%	-5.9%
O=C(c1ccco1)N1CCN(C(=O)C2CC2)CC1	-6.2%	2.9%	12.7%[11.4 µM]	-2.7%	51.8%[activator]	-12.0%	-3.8%	-4.0%	-2.7%
CN1C(=O)Cc2cc(S(=O)(=O)N3CCOCC3)ccc21	-15.8%	0.0%	-30.4%[11.4 µM]	-8.7%	-7.7%	-6.3%[57.1 µM]	i	-10.3%	-0.6%
CN1CC(=O)N(CC(=O)Nc2cccc(C#N)c2)c2ccccc2C1=O	-3.4%[57.1 µM]	-7.7%	16.6%	1.1%	1.0%	-11.3%	-2.6%	-2.7%	-8.0%
Cc1noc(/C=C/c2ccco2)c1S(=O)(=O)N1CCC(C(=O)Nc2ccc(F)cc2F)CC1	-2.6%	-14.8%	-85.1%	-12.0%	18.0%	-13.0%	4.6%	?	8.8%
CC(=O)Oc1ccccc1C1OCCN1C(C)=O (configuration not stated)	1.3%	0.0%	-44.5%	-2.4%	31.9%	17.9%	-7.1%	-3.4%	-3.6%
CCOc1ccccc1NC(=O)NNS(=O)(=O)c1cc(C)ccc1C	11.2%	-3.2%	-3.9%	25.2%	10.7%	-18.4%	-0.7%	5.5%	-12.4%
COc1ccc(-c2cc(=O)oc3c(C)c(OCc4nn[nH]n4)ccc23)cc1	-14.0%	-20.7%	5.5%	34.9%[activator]	27.7%	5.6%	-5.0%	-7.0%	2.1%
N#CC1(NC(=O)COc2ccc3ccc(=O)oc3c2)CCCCC1	-9.3%	-12.7%	-20.8%	9.4%	23.2%	-8.3%	7.5%	-0.4%	-3.9%
CC(C)Oc1cccc(C(=O)NC(=S)Nc2cccc(C(F)(F)F)c2)c1	-11.4%[57.1 µM]	?	?	2.4%	29.4%	-22.1%	i	9.1%	4.1%

Screens from PubChem BioAssay.

A portion of the library; rates above refer to the full screens.
